Screening data as filed in PubChem BioAssay.
TRPC4 agonist: activators of mouse TRPC4 channel; Q9QUQ5; 0.49% of 310,000 active; B-score at 10 µM; HEK293 TRPC4beta/mu-opioid, Fluo4 calcium fluorescence; hits give high values;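 active means B-score above 5 SD of library B-scores, and initial fluorescence ratio not above library mean plus 5 SD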;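 further: positive B-score marks a calcium rise read as TRPC4 activation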
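Assay system: HEK293 stable line with TRPC4beta plus mu-opioid receptor. Times: dye 45 min RT, read 110 s. Measured by: kinetic Fluo4 calcium fluorescence. Measure: B score of integrated ratio. Controls: assay buffer as low control, maximal DAMGO as high control.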
TRPC6 inhibitor: mouse TRPC6 channel inhibition. HEK293-TRPC6, membrane potential dye, ACh-evoked depolarization; hits give low values. B-score at 10 µM. 1.1% of 310,000 active;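 active means B-score under library mean minus 3 SD, initial fluorescence not abnormally high, positive integrated signal ratio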;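 further: B-score derived from integrated fluorescence ratio over the kinetic read; more negative B-score means stronger inhibition of depolarization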
TMEM16A inh: mouse TMEM16A channel inhibition, primary screen; Q8BHY3; HEK293 TMEM16A/YFP iodide influx fluorescence, ionomycin; normalized B-score (activity score, 25-100; higher = stronger inhibition) at 10 µM; 1.2% of 310,000 active; AID 588511;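 active means ratio plate-corrected score three or more library SD toward inhibition, starting fluorescence score within five deviations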;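 further: score derived from kinetic fluorescence span divided by baseline fluorescence per well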
TRPC4 inh: blocks the mouse TRPC4 cation channel; Q9QUQ5; HEK293 TRPC4beta/mu-opioid, DAMGO-evoked Fluo4 calcium flux; hits give low values; B-score at 10 µM; 0.39% of 300,000 active; AID 2247;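 active means B-score over 3 SD under the library average, no early fluorescence shift, positive overall ratio signal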
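Material: HEK293 cells with stable TRPC4beta plus mu-opioid receptor expression; probe or stimulus: DAMGO in two steps, submaximal then maximal; technique: Fluo4 calcium fluorescence by kinetic imaging, 5 s 1 Hz baseline; measure: integrated fluorescence ratio relative to baseline, converted to per-well B score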
MrgX1 antag: antagonists of human MrgX1 receptor; MRGX1-HEK293 calcium flux, Fluo-4, BAM8-22 antagonism; hits give low values; B-score at 10 µM; 1.3% of 310,000 active; AID 588676;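 active means calcium-response B-score plate-corrected more than 3 library SD below zero, starting fluorescence within 5 deviations, no agonist response on first addition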;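 further: peak minus trough fluorescence over baseline after final BAM8-22 challenge near maximal dose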
Target sequence (Q96LB2 whole entry, looked up): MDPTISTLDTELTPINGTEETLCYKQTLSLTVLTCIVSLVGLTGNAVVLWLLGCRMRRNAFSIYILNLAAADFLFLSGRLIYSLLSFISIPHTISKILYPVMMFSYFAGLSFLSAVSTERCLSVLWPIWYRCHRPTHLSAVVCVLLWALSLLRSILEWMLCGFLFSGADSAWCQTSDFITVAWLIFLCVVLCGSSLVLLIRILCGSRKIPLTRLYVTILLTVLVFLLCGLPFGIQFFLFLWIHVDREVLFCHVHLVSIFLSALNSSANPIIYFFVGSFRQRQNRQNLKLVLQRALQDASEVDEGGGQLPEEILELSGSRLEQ
TRPC6 act: activates the mouse TRPC6 cation channel | Q61143 | 0.13% of 310,000 active | B-score at 10 µM | HEK293-TRPC6 membrane potential dye fluorescence; hits give high values | AID 2550;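 active means B-score of the integrated fluorescence ratio above library mean plus 3 SD, and starting fluorescence ratio within library mean plus 5 SD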;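 further: higher score means more depolarization so channel activation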
SKKanGAS inh: SKKanGAS growth inhibition; 1.3% of 300,000 active; S. pyogenes SKKanGAS, kanamycin growth, BacTiter-Glo, 6 h; inhibition, % at 7.5 µM; AID 1662;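 active means mean replicate score, as percent of positive control median, at least 50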;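 further: strain carries kanamycin resistance gene driven by streptokinase promoter and grows in 40 µg/ml kanamycin; loss of luminescence reflects streptokinase promoter inhibition or plain growth inhibition; 0% = median of DMSO wells and 100% = positive control at its reference dose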
TRPC4 PAM: allosteric potentiators of mouse TRPC4 channel | HEK293 TRPC4beta/mu-opioid, DAMGO EC20, Fluo-4 Ca2+ flux; hits give high values | B-score at 10 µM | Q9QUQ5 | 0.42% of 310,000 active;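 active means B-score of calcium response area above 5 SD of library B-scores, with initial fluorescence ratio within 5 SD of library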;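 further: B-score of integrated fluorescence ratio over time as area under calcium response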
ANO1 activ: mouse TMEM16A channel activation, primary screen. HEK293 TMEM16A/YFP-H148Q/I152L, iodide quench fluorescence; hits give low values. B-score at 10 µM. 0.3% of 340,000 active. AID 623877;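 active means fluorescence-ratio B-score plate-corrected deviation score at least 3 library SD below zero, with starting fluorescence score within 5 deviations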;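 further: channel opened by trigger with iodide after compound preincubation; score built on the fluorescence ratio of max minus min over baseline; more negative score means more quench and so TMEM16A activation or potentiation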
MrgX1 agonist: agonists of human MrgX1 receptor; MrgX1-HEK293 cells, Fluo-4 calcium fluorescence, agonist mode; hits give high values; Q96LB2; 0.44% of 310,000 active; B-score at 10 µM;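 active means calcium response B-score plate-corrected fluorescence ratio at least 3 library SD, with starting fluorescence B-score inside 5 SD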
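Material: MrgX1-expressing HEK293 cells / Dosing: compound as first of three additions / Incubation: overnight seeding, then 1 h dark dye loading / Signal: Fluo-4 NW calcium fluorescence / Evaluation: B-scored fluorescence response ratio / Benchmarks: positive and negative control wells on each plate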
MrgX1 PAM: allosterically activates human MrgX1 receptor signaling. B-score at 10 µM. 0.63% of 310,000 active. MrgX1-HEK293, Fluo-4 calcium flux, FDSS; hits give high values. Q96LB2. AID 588675;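 active means plate-corrected calcium response at least 3 library SD above typical, normal starting fluorescence, not activating the receptor alone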;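 further: compound read alongside a low EC10 to EC30 dose of BAM8-22 agonist; peak minus trough fluorescence over baseline measured at the second addition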
The depositor's hits bear a star; i = inactive; / = no result given.

SMILES	TRPC4 agonist	TRPC6 inhibitor	TMEM16A inh	TRPC4 inh	MrgX1 antag	TRPC6 act	SKKanGAS inh	TRPC4 PAM	ANO1 activ	MrgX1 agonist	MrgX1 PAM
CCN(CC)S(=O)(=O)c1ccc(OC)c(NC(=O)c2cc([N+](=O)[O-])ccc2Cl)c1	i	i	i	i	i	i	2	i	i	i	i
OC(COc1ccccc1F)CN1CCC(Cc2ccccc2)CC1 (centres undefined)	i	-5.1*	i	i	i	i	5	i	i	i	i
CC(C)Cc1nnc(NC(=O)CSc2nc(N)cc(=O)[nH]2)s1	i	i	i	i	i	i	0	i	i	i	i
NC(=O)C1CCN(CC(O)COc2ccc(-c3ccccc3)cc2)CC1 (centres undefined)	i	i	i	i	i	i	0	i	i	i	i
Cc1cc(C)c2c(N)c(C(=O)Nc3ccc(F)cc3)sc2n1	i	i	i	i	i	i	-9	i	i	i	i
Cc1c(NC(=O)c2c(O)c3ccccc3n(C)c2=O)c(=O)n(-c2ccccc2)n1C	i	i	i	i	i	i	5	i	i	i	i
CCOC1=NN(c2ncc(C(F)(F)F)cc2Cl)C(=O)/C1=C/N(C)C	i	i	i	i	i	i	0	i	i	i	i
CCN(CC(=O)N1CCCC1)S(=O)(=O)c1ccc(OC)cc1	i	i	i	i	i	i	2	i	i	i	i
COc1cc(NC(=O)NS(=O)(=O)c2ccc(C)cc2)cc(OC)c1	i	i	i	i	i	i	-2	i	i	i	i
COc1ccc(C(CNC(=O)c2cc(SC)ccc2Cl)N(C)C)cc1 (centres undefined)	118*	i	i	i	i	i	-1	i	i	i	i
Cc1ccc(-n2c(SCC(=O)N3CCC(C(=O)O)CC3)nc3ccccc3c2=O)cc1C	i	i	i	i	i	i	-2	i	i	i	i
Cc1cc(=O)oc2c(C(=O)/C=C/c3ccccc3)c(O)ccc12	i	i	i	i	i	i	4	i	i	i	i
O=C(Nc1ccc(-c2nc3cccnc3s2)cc1)c1ccc(Cl)nc1	i	i	i	i	i	i	6	i	i	i	i
CCOC(=O)C(C)n1cnc2sc(C)c(C)c2c1=O (centres undefined)	i	i	i	i	i	i	2	i	i	i	i
Cc1cccc(C(=O)NCCC(=O)Nc2ccc(C)c(F)c2)c1	i	i	i	i	i	i	3	i	i	i	i
CC(=O)Nc1ccc(N2CCN(C(C)=O)CC2)cc1	i	i	i	i	i	i	3	i	i	i	i
Cc1cc2ccccc2n2c(SCC(=O)Nc3ccc(S(=O)(=O)N4CCC(C)CC4)cc3)nnc12	i	i	i	i	i	i	13	i	i	i	i
O=C(NC1=NCCS1)c1ccc(Cl)c(S(=O)(=O)N2CCCC2)c1	i	i	25*	i	i	i	-2	i	i	i	i
NC(=O)c1c(NC(=O)Cn2nc(C(=O)O)c3ccccc3c2=O)sc2c1CCC2	i	i	i	i	i	i	-15	i	i	i	i
O=C1C2C3C=CC(C3)C2C(=O)N1Cc1ccccc1 (centres undefined)	i	i	i	i	i	i	-7	i	i	i	i
C=CCc1ccccc1OCC(O)CN1CCN(CCN2C(=O)c3cccc4cccc(c34)C2=O)CC1 (centres undefined)	i	i	i	i	i	i	13	i	i	i	i
Cc1nc(Nc2ccc(S(N)(=O)=O)cc2)oc1C	i	i	i	i	i	i	-3	i	i	i	i
CC1(C)C(=O)Nc2ccccc2N1C(=O)COC(=O)/C=C/c1ccc(OC(F)F)cc1	i	i	i	i	i	i	5	i	i	i	i
CCOC(=O)Cc1csc(-n2sc3ccccc3c2=O)n1	i	i	i	i	i	i	2	i	i	i	i
Cc1onc(C(=O)N2CCN(C(c3ccccc3)c3ccccc3)CC2)c1[N+](=O)[O-]	i	i	i	i	i	i	4	i	i	i	i
Next part
SMILES	TRPC4 agonist	TRPC6 inhibitor	TMEM16A inh	TRPC4 inh	MrgX1 antag	TRPC6 act	SKKanGAS inh	TRPC4 PAM	ANO1 activ	MrgX1 agonist	MrgX1 PAM
O=C(CN1CCCCCC1)Nc1cc([N+](=O)[O-])ccc1Cl	i	i	i	i	i	i	-2	i	i	i	i
COc1ccccc1CNC(=O)C1=CCN(S(=O)(=O)c2ccc(C)cc2)CC1	i	i	i	i	i	i	1	i	i	i	i
COc1ccccc1OCC(=O)N/N=C1\CCc2ccccc21	i	i	i	i	i	i	2	i	i	i	i
Cc1cccc(OCc2n[nH]c(=S)o2)c1	i	i	i	i	i	i	12	i	i	i	i
O=C(Nc1ccc(Cl)cc1Cl)c1n[nH]c(Cn2cncn2)n1	i	i	i	i	i	i	5	i	i	i	i
Cc1ccc(CS(=O)(=O)CCC(=O)NCCN(C)Cc2ccccc2)cc1	i	i	i	i	i	i	-8	i	i	i	i
COc1ccc(C(=O)NNC(=O)C23CC4CC(CC(C4)C2)C3)c(OC)c1	i	i	i	i	i	i	2	i	i	i	i
N/C(=N\OS(=O)(=O)c1ccc2ccccc2c1)c1cccnc1	i	i	i	i	i	i	-11	i	i	i	i
Cc1nn(Cc2ccc(Cl)cc2)c(C)c1NC(=O)CCCn1nc([N+](=O)[O-])c(Cl)c1C	i	i	i	i	i	i	5	i	i	i	i
O=C(O)c1ccccc1Sc1ncnc2sccc12	i	i	i	i	i	i	12	i	i	i	i
Cc1ccc(NS(=O)(=O)c2ccc(NC(=O)C3CC3)cc2)c(C)c1	i	i	i	i	i	i	27	i	i	i	i
C[C@H](NC(=O)[C@@H]1Cc2ccccc2CN1)C(=O)NC1CCCC1	i	i	i	i	i	i	3	i	i	i	i
CCOC(=O)N1CCN(C2CC(=O)N(c3ccc(Oc4ccccc4)cc3)C2=O)CC1 (centres undefined)	i	i	i	i	i	i	-1	i	i	i	i
CC(C)C12CN3CC(C(C)C)(CN(C1)C3c1ccccc1O)C2=O (centres undefined)	i	i	i	i	i	i	-2	i	i	i	i
O=c1c2ccccc2[nH]c(=S)n1Cc1cccnc1	45*	i	i	-6*	i	i	-7	i	i	i	i
O=C(NCC1CC1)c1ccc(Nc2nc3ccc(Br)cc3[nH]2)cc1	i	i	i	i	i	i	7	i	i	i	i
COc1ccc(C(=O)Nc2cccc(C(C)=O)c2)cc1S(=O)(=O)N1CCOCC1	i	i	i	i	i	i	-3	i	i	i	i
O=C(CN1CCCCCCC1)NC(=O)NC1CCCCC1	i	i	i	i	i	i	-2	i	i	i	i
Cn1cc(S(=O)(=O)N2CCN(c3ccccc3F)CC2)c(=O)n(C)c1=O	i	i	i	i	i	i	-3	i	i	i	i
O=C(C1CCN(c2ncnc3c2nc2n3CCCCC2)CC1)N1CCCCC1	i	i	i	i	i	i	-1	i	i	i	i
O=C(Nc1cccc(-n2cnnn2)c1)c1cccnc1	i	i	i	i	i	i	-4	i	i	i	i
Cc1cccc(-c2nc3c(c(SCC(=O)N4CCOCC4)n2)CCCC3)c1	i	i	i	i	i	i	-7	i	i	i	i
Cc1cc(Cl)ccc1OC(C)C(=O)Nc1ccccc1N1CCOCC1 (centres undefined)	i	i	100*	i	i	i	-2	22*	-20*	i	15*
O=C(CCS(=O)(=O)c1ccccc1)Nc1ccc(S(=O)(=O)Nc2ncccn2)cc1	i	i	i	i	i	i	14	i	i	i	i
Cn1c(=O)[nH]c(=O)c2c1nc(N1CCCC1)n2CC(O)COc1ccccc1 (centres undefined)	i	i	i	i	i	i	0	i	i	i	i
Continued:
SMILES	TRPC4 agonist	TRPC6 inhibitor	TMEM16A inh	TRPC4 inh	MrgX1 antag	TRPC6 act	SKKanGAS inh	TRPC4 PAM	ANO1 activ	MrgX1 agonist	MrgX1 PAM
CC(C)c1ccc(/C=C2\Oc3c(ccc(O)c3CN3CCN(C)CC3)C2=O)cc1	i	i	i	i	i	i	/	i	i	i	i
CC(=O)CCc1c(C)nc2ccc(C(=O)O)cc2c1Cl	i	i	i	i	i	i	5	i	i	i	i
COc1ccc(/C=C(\C#N)C(=O)OCC(=O)Nc2ccc(C(C)(C)C)cc2)cc1	i	i	i	i	i	i	1	i	i	i	i
Clc1ccc(-c2csc(N/N=C/c3cccnc3)n2)c(Cl)c1	i	i	i	i	i	i	5	i	i	i	i
CCC(=O)c1ccc(OCCSc2ncccn2)cc1	i	i	i	i	i	i	1	i	i	i	i
O=C(Nc1cn(-c2ccccc2)nc1-c1ccc(Cl)cc1)c1ccccc1	i	i	i	i	i	i	9	i	i	i	i
COc1ccc(OCc2cccc(C(=O)NN)c2)cc1	i	i	i	i	i	i	0	i	i	i	i
O=c1c2ccccc2nc(-c2cccs2)n1-c1cccc2ccccc12	i	i	i	i	i	i	3	i	i	i	i
O=C(O)CNC(=O)c1ccccc1F	i	i	i	i	i	i	-2	i	i	i	i
Cc1cccc2cc(CN(Cc3nnnn3Cc3ccco3)C3CCCC3)c3nnnn3c12	i	i	i	i	i	i	16	i	i	i	i
COc1ccccc1NS(=O)(=O)c1cccc(C(=O)N2CC(C)OC(C)C2)c1 (centres undefined)	i	i	i	i	i	i	0	i	i	i	i
COC(=O)CN(C)C(=O)c1ccc(OC)c(OC2CCN(C(C)C)CC2)c1	i	i	i	i	i	i	-2	i	i	i	i
CC(C)(C)c1ccc(CS(=O)(=O)CC2(O)CCN(C(=O)c3cccc(C(F)(F)F)c3)CC2)cc1	i	i	i	i	i	i	-7	i	i	i	i
O=C(/C=C/Nc1ccc(F)cc1)c1ccco1	i	i	i	i	i	i	7	i	i	i	i
CCCc1nnc(SCc2ccc(OC)cc2)n1N	i	i	i	i	i	i	0	i	i	i	i
COC(=O)c1ccc(Sc2ccc(Cl)cc2)c(N)c1	i	i	i	i	i	i	9	i	i	i	i
Cc1cc2ncc(Cl)nc2cc1C	i	i	i	i	i	i	-1	i	i	i	i
Fc1ccc(-n2c(Cc3ccccc3)nnc2SCc2nc(-c3ccc(Cl)cc3)no2)cc1	i	i	i	i	i	i	7	i	i	i	i
O=C(Nc1cccnc1)c1ccccc1-c1nc(-c2ccccc2F)no1	i	i	25*	i	i	i	-4	i	i	i	i

Reformatted with two lines to a compound: entries from further up.
Values run as follows: TRPC4 agonist	TRPC6 inhibitor	TMEM16A inh	TRPC4 inh	MrgX1 antag	TRPC6 act	SKKanGAS inh	TRPC4 PAM	ANO1 activ	MrgX1 agonist	MrgX1 PAM
> Cc1cccc(OCc2n[nH]c(=S)o2)c1
 : i	i	i	i	i	i	12	i	i	i	i
> CC(=O)Nc1ccc(N2CCN(C(C)=O)CC2)cc1
 : i	i	i	i	i	i	3	i	i	i	i
